KDM5B inh: blocks human KDM5B histone demethylase activity; KDM5B demethylase, FDH-coupled NADH fluorescence (FDH is formaldehyde dehydrogenase); Potency, µM (doses to about 57.7 µM), without a hit: at the top dose activity change, negative = inhibition, usual class: inhibitors; 220,000 compounds, 2.6% hits; AID 1347165; active = well fitted inhibition curve with a large enough effect; inconclusive = small, poorly fitted or top-dose-only effect; inactive = no such curve, though single readings can be large or run the other way; also: 0% is about no effect; nearly all actives have a fitted effect of over 70% in size
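qHTS format, multiple compound concentrations. Buffer 50 mM HEPES pH 7.5/0.01% Tween-20; 200 nM KDM5BΔAP final; 10 min compound preincubation; substrate-mix levels 12.5 µM peptide, 25 µM α-KG, 0.25 mM NAD⁺; 30 min RT; ΔRFU.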
An asterisk follows results filed as active; ? = inconclusive; [ ] = remark or other dose. Potency is read from the fitted curve at half-maximal effect.

| KDM5B inh | SMILES |
| --- | --- |
| ? | Cc1ccc(S(=O)(=O)N2CCCCC2)cc1NC(=O)CSc1nc(N)cc(=O)[nH]1 |
| -1% | CC(NC(=O)CCc1ccccc1)C1CC2CCC1C2 (stereo not drawn) |
| -29% | O=C(COCc1cc(-c2ccc(F)cc2)on1)Nc1ccc2c(c1)OCCO2 |
| -12%[86.2 µM] | O=[S+]([O-])(c1cccs1)N1CCn2c(nnc2C2CC2)C1 |
| 3% | Cc1ccc(C(=O)c2cn(CC(=O)Nc3ccc(C(C)C)cc3)c3nc(C)ccc3c2=O)cc1 |
| -18% | CCNc1nc2c(c(=O)n(C)c(=O)n2C)n1CC(O)COc1ccccc1 (stereo not drawn) |
| -4% | CCN1CCN(c2c(Cl)cccc2NC(=O)c2ccc([N+](=O)[O-])o2)CC1 |
| 20% | COc1cccc(NC(=O)O[C@@H]2CC[C@]3(C)C(CC[C@@H](O)[C@H]3CC(=O)NCc3ccccc3OC)[C@]2(C)CO)c1 (stereo partly drawn) |
| 8%[86.2 µM] | CN(CC1CCCCC1)C1CCOc2ccccc21 (stereo not drawn) |
| 16% | CCOc1ccccc1NC(=O)Nc1nnc(N(C)Cc2ccccc2)s1 |
| -6% | O=C(CSc1nc(=O)n(Cc2ccco2)c2c1CCC2)NCc1ccccc1Cl |
| -13% | Cc1nc(N2CCN(C(=O)c3ccc(Cl)cc3)CC2)cc(C(F)(F)F)n1 |
| ? | N#Cc1cc2c(nc1N1CCN(C(C(=O)O)c3c[nH]c4cc(CO)ccc34)CC1)CCCC2 (stereo not drawn) |
| -4% | COCC1CCCCN1c1ccc(C(=O)NCCCc2ccccn2)cn1 (stereo not drawn) |
| 7% | Cc1cc2oc3c(c(=O)c2cc1C)C1(C(=O)N(C)c2ccccc21)N(CCO)C3=O (stereo not drawn) |
| -27% | Cc1ccc(C)c(NC(=O)CCCN2C(=O)COc3ccc(C)cc32)c1 |
| 9% | CC(C)NC(=O)c1nc(-c2ccc3[nH]ccc3c2)no1 |
| 6%[86.2 µM] | CC1=NOC2(CCN(C(=O)c3ccccc3)C2)C1 (stereo not drawn) |
| ? | CC(=O)c1cccc(NC(=O)c2cc3nc(-c4ccc(Br)cc4)cc(C(F)(F)F)n3n2)c1 |
| -10% | CC(C)(C)c1cc(N/C=C/C(=O)C(F)(F)F)cc(C(C)(C)C)c1 |
| -26% | CCCc1noc(-c2cn(C3CCN(C(=O)c4ccc(C)cc4)CC3)nn2)n1 |
| 40% | Cc1noc(C)c1S(=O)(=O)N1CCC(CO)(CCCc2ccccc2)CC1 |
| 12% | Nc1nc(Nc2cc(Cl)cc(Cl)c2)nc(-c2cc3ccccc3o2)n1 |
| -4% | CCc1ccc(C(=O)Nc2ccc(-c3nnc4n3CCCC4)cc2)cc1 |
| -14% | CCC(NC(=O)C1CCN(C(=O)C2CCC2)CC1)c1nc(C)c(C)s1 (stereo not drawn) |
| 4% | O=C(OCc1nnc(-c2ccccc2)o1)c1ccc2c(c1)OCO2 |
| -10% | COc1ccc(N(C(=O)c2ccco2)C(C(=O)NC2CCCC2)c2ccncc2)cc1 (stereo not drawn) |
| ? | CN1C(=O)CC(C(=O)O)C12CCN(Cc1cnc3c(C(=O)O)cnn3c1)CC2 (stereo not drawn) |
| -24% | Cn1c(=O)oc2cc(S(=O)(=O)CCC(=O)NCc3ccccc3)ccc21 |
| -28% | COc1ccc(-c2cccc(NS(=O)(=O)c3cc(C)c(OC)c(C)c3C)c2)nn1 |

Reprinted at random: six compounds from above, in no set order.
| KDM5B inh | SMILES |
| --- | --- |
| -18% | CCNc1nc2c(c(=O)n(C)c(=O)n2C)n1CC(O)COc1ccccc1 (stereo not drawn) |
| ? | Cc1ccc(S(=O)(=O)N2CCCCC2)cc1NC(=O)CSc1nc(N)cc(=O)[nH]1 |
| 6%[86.2 µM] | CC1=NOC2(CCN(C(=O)c3ccccc3)C2)C1 (stereo not drawn) |
| 9% | CC(C)NC(=O)c1nc(-c2ccc3[nH]ccc3c2)no1 |
| ? | N#Cc1cc2c(nc1N1CCN(C(C(=O)O)c3c[nH]c4cc(CO)ccc34)CC1)CCCC2 (stereo not drawn) |
| -14% | CCC(NC(=O)C1CCN(C(=O)C2CCC2)CC1)c1nc(C)c(C)s1 (stereo not drawn) |

New compounds follow.
| KDM5B inh | SMILES |
| --- | --- |
| 1% | COc1ccc(Cl)cc1-n1c(=O)c(C#N)cc2c(=O)n3cccc(C)c3nc21 |
| 32µM* | COc1cc2nc(-c3cc4c(c(OC)c3)OCCNC4)cc(C)c2cc1OC |
| -5% | CC1CCC(NC(=O)C2CC=CCC2)CC1 (stereo not drawn) |
| 28% | CCCCC(=O)NC1C2CC3CC(C2)CC1C3 (stereo not drawn) |
| -10% | COc1ccc(OC)c(/C=C2\Oc3cc(OC(=O)C(C)(C)C)ccc3C2=O)c1 |
| -7% | Cc1ccc(CN(C(=O)c2ccco2)c2ccc(CC(=O)N3CCCC3)cc2)cc1 |
| -12% | O=C(C1CC12CCCC2)N1CCc2onc(-c3cccc(F)c3)c2C1 (stereo not drawn) |
| -8% | O=C(N[C@@H]1CCC[C@@H]1C(=O)NCC1CCCCC1)c1ccncc1 |
| 5% | O=C(CSc1ccccc1C(=O)O)NC1CCCCCC1 |
| 2% | Cc1ccc(C)c(Cn2c(CN(C)Cc3ccccc3)nc3c2c(=O)n(C)c(=O)n3C)c1 |
| -9% | Cc1cc(C)c(NC(=O)Cn2nc3n(c2=O)CCCC3)c(C)c1 |
| -13% | COc1ccc(OC)c(-c2ncc3c(n2)OCCN(c2cccc(C(F)(F)F)c2)C3=O)c1 |
| -10% | COc1ccc(NC(=O)Nc2nnc(N(C)C3CCCCC3)s2)c(OC)c1 |
| 5%[86.2 µM] | Cc1csc(NC(=O)c2ccc3c(c2)OCC(=O)N(C)C3)n1 |
| ? | Cc1ccsc1C(=O)N1CCC(c2nc(C3CCOCC3)no2)C1 (stereo not drawn) |
| ? | COc1ccc(-c2noc(-c3ncn4c3COC(c3ccc(F)cc3)C4)n2)c(OC)c1 (stereo not drawn) |
| -5% | O=C(Nc1nc2ccccc2n1CCOc1ccccc1Cl)c1ccccc1 |
| -9% | Nc1nn(Cc2ccccc2F)cc1Br |
| 10% | O=C(NC1CCN(C(=O)N2CC3CC(C2)[C@H]2CCCC(=O)N2C3)CC1)C1CCOCC1 (stereo partly drawn) |
| 27%[115 µM] | CC(=O)NC1CC2(CCN(C(=O)CCC(=O)OC(C)(C)C)CC2)Oc2ccccc21 (stereo not drawn) |
| ? | Cc1noc(C)c1[S+](=O)([O-])N1CCN(c2nc3ncccc3o2)CC1 |
| -16% | COC(=O)N1CCCCC(NC(=O)CCCc2nc(-c3ccccc3C)no2)C1 (stereo not drawn) |
| 9% | CCC(CO)NS(=O)(=O)c1ccc(Cl)c2ccccc12 (stereo not drawn) |
| -3% | Cc1cc(C)c(NS(=O)(=O)c2c(C)cc(N3C(=O)CCS3(=O)=O)cc2C)c(Cl)c1 |
| 16% | Cc1ccc(S(=O)(=O)CC(=O)c2cccc(-c3ccc(I)cc3)c2)cc1 |
| -7% | O=C(CCc1conc1-c1ccccc1F)NCc1cc(F)cc(F)c1 |
| ? | Cc1cccc(CN2CCCCCCNC(=O)CC2)c1 |
| 26% | Cc1nn(C)cc1CN(C)Cc1ccc(OCC(O)CN2CCCCC2)cc1 (stereo not drawn) |
| ? | O=C(Nc1ccc2c(N3CCCC3)ncnc2c1)c1ccc(Cl)cc1 |
| 8% | NC(=O)Cc1csc(NC(=O)CCc2ncc(-c3ccc(F)cc3)o2)n1 |

3 structures already listed, ordered by number of heavy atoms, rising:
| KDM5B inh | SMILES |
| --- | --- |
| 26% | Cc1nn(C)cc1CN(C)Cc1ccc(OCC(O)CN2CCCCC2)cc1 (stereo not drawn) |
| 10% | O=C(NC1CCN(C(=O)N2CC3CC(C2)[C@H]2CCCC(=O)N2C3)CC1)C1CCOCC1 (stereo partly drawn) |
| -13% | COc1ccc(OC)c(-c2ncc3c(n2)OCCN(c2cccc(C(F)(F)F)c2)C3=O)c1 |

(listing goes on)
| KDM5B inh | SMILES |
| --- | --- |
| -11%[115 µM] | N[C@@H](Cc1ccccc1)C(=O)N1CCC2(CC1)C(=O)NCN2C(=O)C1CCCC1 |
| -7% | CCN(CC)S(=O)(=O)NCc1ccnc(Oc2ccc(OC)cc2)c1 |
| 11% | O=S(=O)(c1ccccc1)N1CCN(Cc2cccc3cccnc23)CC1 |
| ? | O=C(NCC1(COc2cnccn2)C[C@@H](O)[C@@H](O)C1)C1CC1 (stereo partly drawn) |
| -26% | CCc1nc(NC(=O)C2CC(=O)N(c3n[nH]c4cccc(F)c34)C2)sc1C (stereo not drawn) |
| -11% | CCc1ccc(NC(=O)CSc2nc3c(c(=O)[nH]2)CN(Cc2ccc(Cl)cc2)CC3)cc1 |
| ? | COc1ccc(CCNC(=O)CCc2c(C)nc3c4c(C)cc(C)nc4nn3c2C)cc1OC |
| 29% | NS(=O)(=O)c1ccc(NC(=O)c2c(F)cccc2Cl)cc1 |
| -5% | CC(CCc1ccccc1)NC(=O)c1nc(Cc2c[nH]c3ccccc23)no1 (stereo not drawn) |
| -16% | COC(=O)c1sccc1S(=O)(=O)Nc1ccccc1OC(F)F |
| 12% | CC(C)c1ccc(NC2CCCN(C(=O)c3cnsn3)C2)cc1 (stereo not drawn) |
| -22% | COc1ccc(C)cc1Nc1nc(N)c(C(=O)c2cccc(Br)c2)s1 |
| 11% | CN(CCOc1ccccc1F)C(=O)c1cn(C)c2ccccc12 |
| -10% | Cc1nc2nc(NCc3cccc(Cl)c3)[nH]n2c(=O)c1Cc1ccccc1 |
| 21% | Cc1cc(C)c(NC(=O)C2CCCC2)c(C)c1 |
| 38%[activator] | CC(C)(C)OC(=O)NC(CC(=O)OCc1ccccc1)C(=O)O (stereo not drawn) |
| 3% | Cc1ccc(NC(=O)c2cc(=O)c3ccc(C)c(C)c3o2)cc1Cl |
| -4% | Cc1nc(C)c(C(=O)N2CCC3(CC2)CC(N2CCCCC2)CCO3)s1 (stereo not drawn) |
| 17% | CC1=C(C#N)C(O)(C(F)(F)F)C(=O)N1 (stereo not drawn) |
| ? | COc1ccc(OC)c(CCNC(=O)c2nc(-c3ccc(Cl)cc3)n3c2CCCCC3)c1 |
| 18% | COc1ccccc1CCC(=O)Nc1ccc(OC)c(S(=O)(=O)N2CCOCC2)c1 |
| -2% | CCC(C)Nc1ccc2c(cc1=O)[C@@H](NC(C)=O)CCc1cc(OC)c(OC)c(OC)c1-2 (stereo partly drawn) |
| 7% | CC(c1cccc2ccccc12)N(C(=O)c1cccs1)C1CC1 (stereo not drawn) |
| ? | Cc1cc(C)nc(NC(c2ccc(C(C)C)cc2)c2cc(C)sc2NC(=O)c2ccco2)n1 (stereo not drawn) |
| -16% | O=[N+]([O-])c1ccc(Oc2cccc3cccnc23)c2ccncc12 |
| -29% | CC(=O)Nc1cc(NC(C)=O)cc(-c2nc3ccccc3o2)c1 |
| 5% | Cc1ccc(NC(=O)c2c(C)oc3nc(C)nc(N4CCCC4)c23)c(C)c1 |
| -9% | O=C(Cn1nc2c(cc1=O)CCCC2)NCc1nc2ccccc2[nH]1 |
| 24% | C=CCNC(=O)C1CC(c2ccc(F)cc2)=NO1 (stereo not drawn) |
| -6% | O=C(Nc1nnc(C2CC2)s1)C1CC(=O)N(c2n[nH]c3cccc(F)c23)C1 (stereo not drawn) |
| 13% | Cc1ccc(CNC(=O)c2ccc(S(=O)(=O)N3CCCC3)cc2)cc1 |
| 13% | O=C(CCN1C(=O)/C(=C/c2cccs2)SC1=S)Nc1cccc(O)c1 |
| -3% | CCCCCCc1ccc(C(=O)Oc2ccc(Cl)cc2)cc1 |
| 8% | CC(C)Oc1ccccc1CN1CC[C@@H]2CN(S(C)(=O)=O)[C@@H]2C1 |
| -28% | COc1ccc2nc(C[C@@H]3C[C@@H](C(C)C)[C@H](CN(Cc4ccccc4F)Cc4ccccc4F)C=C3C)[nH]c2c1 |
| ? | CSc1ccc2cc(CN3CCCC(O)C3)c(-c3ccc(Cl)cc3)nc2c1 (stereo not drawn) |
| ? | CC(=O)NCCC(=O)N1Cc2ccccc2CC2(CCCN2Cc2ccncc2)C1 (stereo not drawn) |
| -5% | Cc1ccc(NC(=O)CN2CCN(C3CCCCC3)C(=O)C2=O)cc1 |
| 27% | CCCCCCNC(=O)CC#N |
| ? | N#Cc1ccc(-c2cccs2)nc1SCC(=O)Nc1cccc(C(F)(F)F)c1 |
| 5% | Cc1nc2nc(-c3ccc(Cl)cc3Cl)nn2c(C)c1CCC(=O)Nc1ccc(F)cc1 |
| -10% | Cc1ccc2nc(CN3CCN(S(=O)(=O)c4ccc(F)cc4)CC3)oc2c1 |
| ? | COc1ccc(CNC(=O)COCc2cc(-c3ccc4c(c3)OCO4)on2)cc1 |
| 5% | CS(=O)(=O)N1CCC(OC2CCN(C(=O)Nc3c(F)cccc3F)CC2)CC1 |
| ? | CCOc1ccc(CNC(=O)c2ccc(Sc3ccc(Cl)cc3)c(NC(C)=O)c2)cc1OC |
| -25% | O=C(Nc1ccc(SC(F)F)cc1)c1cc(-c2cccs2)on1 |
| -47% | Cc1ccc(-n2c(=O)c3c(cnn3C)n(Cc3ccccc3F)c2=O)cc1 |
| 22% | NC(=O)CSc1ccc2c(c1)OCCCO2 |
| 56µM* | CN1CCCCC12Cc1ccccc1CN(C(=O)c1ccccc1)C2 (stereo not drawn) |
| ? | Cc1ccc2c(c1)C(CS(=O)(=O)NCC(C)C)NC2 (stereo not drawn) |
| -3% | CC1CCN(S(=O)(=O)c2cccc(C(=O)N(C)C3(C)CCS(=O)(=O)C3)c2)CC1 (stereo not drawn) |
| 6% | O=C(Cn1cnc2ccccc2c1=O)Nc1cccc(S(=O)(=O)N2CCCCC2)c1 |
| 9% | Cc1cccc(C)c1Nc1c(-c2ccccc2O)nc2ncccn12 |

2 of these compounds, reformatted:
mol	KDM5B inh
COc1ccc(CNC(=O)COCc2cc(-c3ccc4c(c3)OCO4)on2)cc1	?
CC1CCN(S(=O)(=O)c2cccc(C(=O)N(C)C3(C)CCS(=O)(=O)C3)c2)CC1 (stereo not drawn)	-3%

From PubChem

These rows are one share of the data; the hit share may differ from the screen's.
